D1 PAM = human D1 dopamine receptor positive modulation. P21728. HEK293 TREx D1 cells, calcium flux, dopamine EC20 potentiation. potentiation, % at 10 µM. 0.036% of 360,000 active. AID 504651; in the data active = potentiation above about 30%; also: 0% is about no effect
D1 ag = activates the human D1 dopamine receptor | HEK293 T-REx D1 cells, calcium flux, agonist mode | activation, % at 2 µM | 1% of 360,000 active; also: 0% is about no effect
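Inducible HEK293 T-REx D1 cells, force-coupled to calcium signalling, were plated at 4000 cells/well with tetracycline and held overnight at 30 C. After no-wash calcium dye loading, compound-evoked calcium rise over 180 s flagged agonists.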
D2 agonist = D2 dopamine receptor (human) agonism. AID 485358. HEK293 T-REx D2 cells, calcium flux agonist mode. P14416. activation, % at 2 µM. 0.53% of 340,000 active;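 active = activation over 3 SD above normal in the single-dose calcium agonist read, cut at about 30% in these data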; also: 0% is about no effect
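Tetracycline-induced HEK293 T-REx cells with force-coupled D2 receptor, plated overnight at 30 C, loaded with no-wash calcium dye. After a 10 s baseline, compound was pin-added and calcium flux read kinetically for 180 s; calcium rises flagged agonists.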
D2 potentiator = positively modulates the human D2 dopamine receptor allosterically. P14416. 0.34% of 340,000 active. HEK293 T-REx D2, calcium flux, EC20 dopamine potentiation. potentiation, % at 10 µM;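 active = potentiation over 3 SD above the plate norm, cut at about 30% in these data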; also: 0% is about no effect
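Calcium flux readout, no-wash dye, 1 read/s. Inducible HEK293 Trex D2 line, overnight 30 C. Compound alone 180 s (agonist flags), then EC20 dopamine, another 180 s to score potentiation.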
TRHR enhancer = TRH receptor (human) allosteric enhancement; P34981; enhancement, % at 2 µM; 0.66% of 360,000 active; AID 493056; TRHR cells, fluo-8 calcium fluorescence, EC20 TRH enhancement; in the data active = enhancement above about 30%; also: 0% is about no effect
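Enhancer read-out: after compound pinning and an initial kinetic agonist-mode read, an EC20 of TRH (10 nM final) was injected and fluo-8 calcium signal (Ex 480/Em 530) followed at 1 s/cycle for 100 cycles in TRHR-expressing cells.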
RXFP1 antagonist = RXFP1 (human) relaxin receptor antagonism; Q9HBX9; HEK293-RXFP1, relaxin-stimulated cAMP HTRF, 30 min; hits give low values; activity change, negative = inhibition, % at 57.5 µM; 0.59% of 350,000 active; AID 1259400;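 active = activity change of -60% or lower, but not beyond a set lower limit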; also: % is scaled to controls: 0 for no effect and ±100 for the full control effect
Target sequence (Q9HBX9 whole entry, looked up): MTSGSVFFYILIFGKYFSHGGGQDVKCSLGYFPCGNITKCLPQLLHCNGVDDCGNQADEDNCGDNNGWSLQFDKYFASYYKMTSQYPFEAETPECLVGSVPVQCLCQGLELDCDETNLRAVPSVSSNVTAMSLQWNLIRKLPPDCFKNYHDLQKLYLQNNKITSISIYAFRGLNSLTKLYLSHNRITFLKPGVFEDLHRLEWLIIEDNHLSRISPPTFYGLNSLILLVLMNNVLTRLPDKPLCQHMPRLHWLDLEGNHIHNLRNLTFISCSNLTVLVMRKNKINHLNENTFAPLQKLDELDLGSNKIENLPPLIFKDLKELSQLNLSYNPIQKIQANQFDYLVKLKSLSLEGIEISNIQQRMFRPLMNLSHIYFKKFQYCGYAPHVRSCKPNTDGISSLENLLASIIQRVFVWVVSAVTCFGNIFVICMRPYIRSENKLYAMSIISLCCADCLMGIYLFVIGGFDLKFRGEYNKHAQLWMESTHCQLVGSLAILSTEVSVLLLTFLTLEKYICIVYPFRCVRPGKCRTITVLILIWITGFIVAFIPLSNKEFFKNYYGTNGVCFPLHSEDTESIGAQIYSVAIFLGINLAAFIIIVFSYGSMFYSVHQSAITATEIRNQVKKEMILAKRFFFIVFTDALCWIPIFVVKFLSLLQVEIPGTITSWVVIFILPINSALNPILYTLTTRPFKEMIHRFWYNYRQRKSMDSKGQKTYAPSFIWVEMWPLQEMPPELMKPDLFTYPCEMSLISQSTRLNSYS
TRHR agonist = agonists of human TRH receptor; AID 493084; 0.18% of 360,000 active; activation, % at 2 µM; TRHR cells, calcium flux fluo-8, FDSS agonist mode; also: 0% is about no effect
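Read-out: compound-evoked intracellular calcium rise in TRHR cells, fluo-8 dye, kinetic FDSS fluorescence at 1 s/cycle following a 10-cycle baseline. Cells cultured overnight before dye loading (30 min–1.5 h, RT).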
D1 antag = human D1 dopamine receptor antagonism; AID 504652; HEK293 TREx D1 cells, calcium flux, dopamine EC80; hits give low values; activity change, negative = inhibition, % at 10 µM; P21728; 3.2% of 360,000 active; in the data active = activity change below about -30%; also: % is scaled to controls: 0 for no effect and ±100 for the full control effect
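After overnight tetracycline induction at 30 C, force-coupled D1 HEK293 cells took up a no-wash calcium dye at room temperature. Compounds were added and monitored 180 s, and the response to EC80 dopamine was then recorded.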
D2 antagonist = antagonists of human D2 dopamine receptor. 2% of 340,000 active. inhibition, % at 10 µM. HEK293 TREx D2 cells, calcium flux, dopamine EC80. P14416; in the data active = inhibition above about 30%; also: 0% is about no effect
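Read-out: kinetic calcium fluorescence (1 cycle/s) in inducible HEK293 T-REx D2 cells after an EC80 dopamine addition that followed 180 s compound preincubation. Loss of the dopamine response indicates antagonism.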
Starred values were filed as active, the others as inactive; nt = not tested or not shown. Rule as the data show it, unless noted: active = activation above about 30%; inactive = the rest.

SMILES	D1 PAM	D1 ag	D2 agonist	D2 potentiator	TRHR enhancer	RXFP1 antagonist	TRHR agonist	D1 antag	D2 antagonist
Cc1ccc(N2CCN(C(=O)N3CCCC3)CC2)cc1Cl	-5	5	0.0	10	1	-14	-1.1	-3	2
CCc1ccc(S(=O)(=O)Nc2ccc(O)c3ccccc23)cc1	-7	4	0.3	-7	4	14	0.4	-21	-5
CCC1(C)NC(=O)N(CC(=O)N2N=C(c3ccccc3)CC2c2ccc(OC)cc2)C1=O (stereo not drawn)	-1	2	1.4	8	6	9	0.5	5	-2
OCC1CCCN(C(=S)Nc2ccc(Oc3ccccc3)cc2)C1 (stereo not drawn)	1	3	0.8	-6	6	-10	-0.4	-19	8
Cc1ccc(S(=O)(=O)NC(=O)COc2ccccc2)cc1	-4	4	0.5	11	-3	-4	0.9	-6	2
COc1cc(C(C(=O)NC(C)(C)C)N(C(=O)CNC(=O)c2cccs2)c2ccccc2)cc(OC)c1OC (stereo not drawn)	3	1	0.1	-2	4	17	-0.2	4	-22
COc1ccc(Cn2c(=O)sc3ccccc32)cc1	-12	5	0.6	-3	-5	-1	-0.5	15	1
Cn1c(CCC(=O)OCC(=O)NCc2ccccc2Cl)nc(=O)c2ccccc21	2	2	3.1	-4	-4	0	0.4	-6	-8
O=C(CN(C(=O)c1csnn1)c1cccc(F)c1)NCc1ccc(F)cc1	-4	1	0.2	-11	12	-2	-0.4	2	2
COc1cccc(N(CC(=O)N2CCOCC2)S(C)(=O)=O)c1	19	8	-0.7	0	-3	20	0.5	-12	11
CCS(=O)(=O)NCC(c1cccnc1)N1CCN(c2ccccc2)CC1 (stereo not drawn)	-9	1	17	-3	1	11	0.0	37	13
CCS(=O)(=O)c1ccc2oc(Nc3ccccc3C)nc2c1	-7	-1	0.5	0	-1	2	-0.2	-23	18
Cc1cccc(OCCn2c(NC(=O)c3ccco3)nc3ccccc32)c1	3	1	0.5	5	6	23	-0.9	10	-5
COc1ccc(/C=c2\sc3nc(-c4ccccc4)c(-c4ccccc4)n3c2=O)cc1OC	1	2	1.3	7	2	-1	0.5	-7	-8
Cc1cc(F)ccc1S(=O)(=O)Nc1ccc(C(=O)N(C)Cc2ccco2)cc1	-1	0	-0.3	4	2	9	-0.6	0	2
CC(Nc1cc(N2CCOCC2)ccc1[N+](=O)[O-])c1ccccc1 (stereo not drawn)	-3	-1	3.2	8	-1	-19	-2.1	0	-5
CCOc1ccc(NC(=O)CSc2nc(C)c3c(c2C#N)CCCC3)cc1	2	0	0.3	12	-7	1	-0.9	-6	9
CCOc1ccc(C(=O)Nc2ccc(-c3nc4cc(C(C)C)ccc4o3)cc2)cc1Cl	3	1	0.3	0	-4	nt	0.1	-5	nt
Cc1ccc(S(=O)(=O)N2CCC(C(=O)N3CCN(Cc4ccccc4)CC3)CC2)cc1	2	2	0.0	-4	1	-9	0.0	-16	27
CCCNC(=O)c1cc(-c2ccc3c(c2)OCO3)on1	-5	1	1.9	6	-5	6	0.1	10	6
O=C(NCc1cccs1)c1noc2c1CCCCC2	0	2	-0.2	-5	0	7	-0.4	7	-4
CCC(=O)Nc1ccc(C(=O)NNC(=O)c2ccc(C)cc2)cc1	1	4	0.4	9	2	2	0.2	-6	9
CC(C)(C)c1ccc(C(=O)NNC(=S)NCc2ccco2)cc1	-2	3	-0.1	2	2	-17	0.1	7	-10
O=S(=O)(c1ccc(Cl)cc1)N1CCN2CCCC2C1 (stereo not drawn)	-3	-1	0.2	0	5	0	0.4	6	1
COc1ccccc1/C=C/c1nc(S(=O)(=O)c2ccccc2)c(NCCN(C)C)o1	-11	4	-0.6	1	8	9	-1.0	-19	3
OC(COC(c1ccccc1)c1ccccc1)CN1CCN(c2ccccn2)CC1 (stereo not drawn)	-4	5	77*	-19	1	2	-0.2	-12	78*
CN(CCOc1ccc(Br)cc1)CC(=O)Nc1cccc(S(=O)(=O)NC2=NCCC2)c1	-1	5	-1.0	4	2	13	-0.6	-14	-4
COc1ccc(NC(=O)CC2C(=O)N(c3cccc(OC)c3)C(=O)N2Cc2ccc3c(c2)OCO3)cc1 (stereo not drawn)	1	2	-0.2	-16	-6	nt	-0.3	-8	nt
COCCCN1Cc2cccc(C(=O)O)c2C1=O	nt	5	0.6	1	-13	-8	0.0	16	12
C[C@@]12CCC3[C@@](CCC4[C@@]3(C)CCC[C@@]4(C)C(=O)N3CCCCC3)(CC1=O)C2 (stereo partly drawn)	0	0	0.4	18	-1	nt	0.0	nt	12
CCOc1cc(-c2c(C)c(C)nc(N)c2C#N)ccc1O	-8	14	13	-23	7	-7	-0.1	-5	8
COc1ccc(C(=O)c2cc3ccc(O)cc3oc2=O)cc1	-4	4	0.3	-8	27	1	1.5	-26	1
COc1ccccc1N1CCN(C(c2cccs2)C(C)NC(=O)c2cccnc2)CC1 (stereo not drawn)	-2	8	1.1	-5	-10	1	-0.2	15	7
COc1ccc(CN(C)C(=O)c2sccc2-c2ccccc2)c(OC)c1	-5	6	-1.9	4	-2	1	-0.2	-2	-6
c1ccc(-c2cc3c(ccc4nonc43)nn2)cc1	4	-1	-0.5	3	-7	2	-0.4	11	4
Cc1cc(C)c(OCC(=O)Nc2cccc(O)c2)cc1C	-6	5	-0.3	18	4	-10	1.6	-3	-5
Nc1ccc2oc(-c3cccc4ccccc34)nc2c1	5	4	-0.4	1	-7	-18	-0.4	-11	-21
CCn1c(CNc2ccc(F)cc2)nnc1SCC(=O)OC1CCCCC1	-3	2	-0.5	2	2	-5	-0.2	-4	-12
O=C(CSc1nccc(=O)[nH]1)N1N=C2/C(=C/c3ccco3)CCCC2C1c1ccco1 (stereo not drawn)	6	2	1.4	-5	0	-12	4.8	-15	1
Cc1cccc(-n2c(SCC(=O)Nc3nnc(C)s3)nnc2-c2ccoc2C)c1	-1	0	-0.2	-8	-7	5	-0.6	-7	-2
O=C(O)CSC1c2ccccc2C(=O)N1c1ccccc1 (stereo not drawn)	2	1	-2.3	0	-3	4	0.3	-5	-6
C=CCN(CC=C)C(=S)NC(=O)c1ccc(-c2ccccc2)cc1	5	5	0.3	-8	-6	-9	0.5	-14	4
O=C(c1ccccc1)N1CCC(O)(c2ccc3c(c2)OCO3)CC1	-9	-1	0.6	13	-3	-11	-0.6	-14	27
Cc1ccc(NC(=O)NCCCl)cc1S(=O)(=O)N1CCOCC1	-6	2	-0.3	2	-2	1	0.4	4	-3
CCOc1ccc(Cn2cc(F)c(=O)[nH]c2=O)cc1	-2	0	0.6	8	-2	-3	0.7	-30	-2
CC1=NN(c2ccc(Br)cc2)C(=O)/C1=C/c1ccc(-c2ccccc2C(=O)O)o1	-2	6	-0.1	1	-3	10	-1.0	-4	-12
CN(C)c1ccc(CNC(=O)c2ccc(CNc3c(N4CCCCC4)c(=O)c3=O)cc2)cc1	-6	1	0.4	-9	-1	nt	0.0	-2	3
O=C(Nc1ccccc1C(=O)NCCCN1CCOCC1)c1ccc(F)cc1F	7	1	0.4	0	-1	5	0.6	-7	-3
COC(=O)Cn1c(CCS(=O)(=O)c2ccc(C)c(C)c2)nc2ccccc21	-6	1	nt	nt	-3	5	0.2	-9	nt
COc1ccc(Cc2nnc(-c3cccc(C)c3)o2)cc1OC	-6	0	0.2	-4	-3	nt	-0.4	-14	9
CCN(CC)CC#CC(O)(c1ccccc1)c1ccccc1	6	2	0.1	-6	14	-1	0.6	-12	-2
C=CCNC(=O)c1c[nH]c2ccc(S(=O)(=O)N(C)c3ccc(OCC)cc3)cc2c1=O	-5	10	0.7	-5	-2	8	0.7	8	-22
Cc1cc(C)c(NC(=O)CCc2c(C)noc2C)c(C)c1	-1	0	1.0	5	6	0	0.1	4	0
COC(=O)/C=C/c1ccccc1S(=O)(=O)N(Cc1ccccc1)Cc1ccco1	-11	11	0.8	7	-2	nt	0.5	-2	-30
CC(C)C(=O)Nc1csc(C(F)(F)F)c1-c1ccccc1	-2	0	0.9	4	-4	-33	-1.6	-4	1
CCN(CC(=O)NCc1cccs1)C(=O)/C=C/c1ccc(OC)c(OC)c1	-2	0	0.1	-7	3	0	-0.5	4	18
O=C(CCN1C(=O)/C(=C\c2ccccc2)SC1=S)NNC(=O)c1ccncc1	-1	5	0.1	2	-14	-10	-0.5	-3	-7
Cc1cc(C)cc(NCc2cc(=O)oc3cc(-c4ccccc4)c(O)cc23)c1	-2	1	0.3	3	3	-15	0.5	-4	9
CCOc1ccc(S(=O)(=O)Nc2ccc3oc(C)c(C(=O)OCCOC)c3c2)cc1	-6	10	1.2	10	-5	-40	-0.2	3	nt
Clc1cccc(N2CCN(c3nc4ccccc4c4nc(-c5cccnc5)nn34)CC2)c1	-5	1	0.2	-2	-1	nt	-0.2	14	nt

Three successive entries already listed:
SMILES	D1 PAM	D1 ag	D2 agonist	D2 potentiator	TRHR enhancer	RXFP1 antagonist	TRHR agonist	D1 antag	D2 antagonist
O=C(O)CSC1c2ccccc2C(=O)N1c1ccccc1 (stereo not drawn)	2	1	-2.3	0	-3	4	0.3	-5	-6
C=CCN(CC=C)C(=S)NC(=O)c1ccc(-c2ccccc2)cc1	5	5	0.3	-8	-6	-9	0.5	-14	4
O=C(c1ccccc1)N1CCC(O)(c2ccc3c(c2)OCO3)CC1	-9	-1	0.6	13	-3	-11	-0.6	-14	27

An excerpt from above, limited to D2 potentiator, D1 antag and RXFP1 antagonist.
mol | D2 potentiator | D1 antag | RXFP1 antagonist
COc1ccc(Cc2nnc(-c3cccc(C)c3)o2)cc1OC | -4 | -14 | nt
CCN(CC)CC#CC(O)(c1ccccc1)c1ccccc1 | -6 | -12 | -1
C=CCNC(=O)c1c[nH]c2ccc(S(=O)(=O)N(C)c3ccc(OCC)cc3)cc2c1=O | -5 | 8 | 8
Cc1cc(C)c(NC(=O)CCc2c(C)noc2C)c(C)c1 | 5 | 4 | 0
COC(=O)/C=C/c1ccccc1S(=O)(=O)N(Cc1ccccc1)Cc1ccco1 | 7 | -2 | nt

Continuation:
SMILES	D1 PAM	D1 ag	D2 agonist	D2 potentiator	TRHR enhancer	RXFP1 antagonist	TRHR agonist	D1 antag	D2 antagonist
Clc1ccc(C2=NNC(=NCc3ccccc3)SC2)cc1	-10	3	0.3	0	2	-16	-0.7	-22	-12
COCCOC(=O)c1c(C)oc2ccc(NS(=O)(=O)c3ccc(F)cc3)cc12	-6	2	-0.6	4	-3	7	-0.4	-4	-14
COc1ccc(C(=O)NC(=S)Nc2ccc(CN3CCOCC3)cc2)cc1Br	-4	19	0.6	-11	-2	-23	0.7	4	10
CCCNC(=O)c1cnc2sc(N3CCCCCC3)nn2c1=O	-5	1	-0.8	13	-4	-19	0.2	-11	nt
CCOc1ccc(C(=O)Nc2cccc(OCc3cc(=O)n4cc(C)sc4n3)c2)cc1	-1	-1	-0.5	-3	2	nt	-0.5	-3	nt
COc1ccc2[nH]c(=S)cc(C)c2c1	-3	0	-0.2	15	3	18	1.2	-1	-16

Bioassay records deposited in PubChem by National Center for Advancing Translational Sciences (NCATS).
